PAX8 inh HTS = inhibitors of PAX8-driven TPO luciferase reporter, primary screen, RMG-I cells, single concentration | inhibition, % at 12.6 µM | AID 652154, 2013 | SteadyGlo, 24 h | 360,000 tested, 1.2% active;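 active = mean replicate inhibition at least 60% with every replicate also reaching 60%; inconclusive = only one of the two criteria is met; inactive = mean below 60% and not all replicates reaching 60%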;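 also: luciferase light reporting Pax8 driven TPO promoter activity; plate controls were median of neutral control wells for no effect and mitoxantrone controls for full effect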
LGR2 inh = inhibitors of bursicon-induced LGR2 CRE-luciferase signal, primary screen, cell-based, HEK293, CRE-luciferase reporter, bursicon stimulation | Drosophila bursicon receptor LGR2 (rickets) | bursicon-stimulated, 4 h | 380,000 tested, 0.35% active | inhibition, % at 9.99 µM;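 active = drop in luminescence signal, shown as inhibition above about 50% in the replicate tests, limit read from the data, passing the limit was not always enough; inconclusive = probably only some replicates passing the limit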;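 also: agonist challenge used bursicon conditioned medium at about half maximal strength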
SIRT5 inh = SIRT5 desuccinylase inhibitors, primary screen, biochemical, fluorescence imaging, single point, set 5 | NAD-dependent protein deacylase sirtuin-5, mitochondrial (Homo sapiens), Q9NXA8 | Purified SirT5, succinyl-peptide AMC, trypsin-coupled fluorescence | inhibition, % at 15 µM | 330,000 tested, 1.1% active; in the data active = inhibition above about 15%; inconclusive = no clear call, values can overlap the other calls
Target sequence (Q9NXA8 whole entry, looked up): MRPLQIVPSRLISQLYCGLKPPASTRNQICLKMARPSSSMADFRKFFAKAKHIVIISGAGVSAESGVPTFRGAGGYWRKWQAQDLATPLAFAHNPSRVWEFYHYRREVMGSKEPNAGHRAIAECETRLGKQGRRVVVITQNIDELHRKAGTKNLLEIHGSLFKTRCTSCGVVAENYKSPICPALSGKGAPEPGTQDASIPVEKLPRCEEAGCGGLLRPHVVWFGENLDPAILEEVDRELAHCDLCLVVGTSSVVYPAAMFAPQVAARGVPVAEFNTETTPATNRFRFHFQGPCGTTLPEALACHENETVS
Casp6 inh = human caspase-6 inhibitors, primary screen, biochemical, VEID-R110 fluorescence, single point, set 2; 350,000 tested, 0.53% active; P55212; purified caspase-6, Z-VEID-R110 cleavage fluorescence; inhibition, % at 12.5 µM;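 active = mean inhibition across replicates at least about 35%, with every replicate also reaching that limit, limit read from the data; inconclusive = only one of the two criteria met; inactive = neither criterion met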;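 also: 0% = median of neutral control wells and 100% = no fluorescence left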
Target sequence (P55212 24-179 limits assumed): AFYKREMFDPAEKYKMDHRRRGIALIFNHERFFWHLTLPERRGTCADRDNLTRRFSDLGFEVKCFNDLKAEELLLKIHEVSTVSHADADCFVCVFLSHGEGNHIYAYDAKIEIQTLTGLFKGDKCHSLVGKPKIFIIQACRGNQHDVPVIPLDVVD
Target sequence (P55212 194-293 limits assumed): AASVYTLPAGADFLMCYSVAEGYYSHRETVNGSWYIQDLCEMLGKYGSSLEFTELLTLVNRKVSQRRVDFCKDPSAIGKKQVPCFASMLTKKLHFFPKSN
DENV2 CPE = inhibitors of DENV2 cytopathic effect, primary screen, cell-based, plate reader, single concentration; 350,000 tested, 1.7% active; CPE inhibition, % at 9.99 µM; AID 651640, 2012; DENV2-infected cells, cytopathic effect rescue; in the data active = CPE inhibition above about 20%, passing the limit was not always enough; inconclusive = no clear call, values can overlap the other calls; tested in BHK-21 cells;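 also: 0% = median of neutral control wells and 100% = median of positive control wells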
ARNT-TACC3 inh = disruptors of ARNT/TACC3 protein interaction, primary screen, biochemical, AlphaScreen, single concentration; Transforming acidic coiled-coil-containing protein 3 (Homo sapiens), Q9Y6A5; AlphaScreen His-ARNT PAS-B/GST-TACC3 binding, luminescence; TACC3 fragment carries E629A point mutation; AID 623870, 2012; inhibition, % at 9.99 µM; 390,000 tested, 0.66% active;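 active = mean inhibition of replicates at least 50% and at least half of replicates each reaching 50%; inconclusive = half or more replicates reach 50% but mean below 50%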;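 also: 0% = complete ARNT plus TACC3 wells and 100% = ARNT alone without TACC3; many hits fall short of the cut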
EWS-Fli block = EWS/Fli-driven NR0B1 reporter inhibitors, primary screen, A673 cells, NR0B1 luciferase, luminescence, MLPCN library; inhibition, % at 12.6 µM; 350,000 tested, 0.67% active; viability-normalised;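 active = mean inhibition of at least 50% after viability correction, with every replicate also passing that limit; inconclusive = mean reaches 50% but only one of two replicates passes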;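 also: firefly luciferase signal divided by Alamar Blue viability fluorescence both relative to DMSO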
Starred values were filed as active, the others as inactive; ? = inconclusive; . = not tested or not shown.

Compound	PAX8 inh HTS	LGR2 inh	SIRT5 inh	Casp6 inh	DENV2 CPE	ARNT-TACC3 inh	EWS-Fli block
CCOc1ccc(CNC2CCCc3ccccc32)cc1 (centres undefined)	18	-4	0	-3	3	19	-4
O=C(Nn1cnnc1)c1ccccc1F	2	10	0	-4	-1	-5	2
COc1ccc(S(=O)(=O)Nc2cc3c4c(c2)CC(=O)N4CCC3)cc1OC	12	0	.	2	-3	.	15
CCOC(=O)c1c(C)n(CC(O)CN(CC)CC)c2cc(Br)c(OC)cc12 (centres undefined)	4	34	-4	1	-13	-6	10
Cc1cc(C)cc(Nc2nc3ccccc3c(=O)[nH]2)c1	-11	-24	1	3	4	.	-10
S=c1[nH]cc(Oc2ccc(Cl)cc2Cl)c(=S)[nH]1	10	-10	.	1	6	.	2
CC1(C)C2CC=C(/C=N/NC(=O)c3ccccc3O)C1C2 (centres undefined)	3	31	0	4	0	.	11
O=C(CCc1c[nH]c2ccccc12)N1CCCC1	-4	-10	2	2	-11	-5	-6
COCCNC(=O)C1CCCN(C(=O)c2nc(C)oc2C)CC1 (centres undefined)	8	7	.	2	1	.	-5
O=C(CC1Oc2ccccc2NC1=O)NCCCN1CCN(C2CCCCC2)CC1 (centres undefined)	1	1	.	-28	1	0	-8
Cc1nc(Cl)c(C(=O)NC(=O)NCc2ccccc2)c(C)c1Cl	-7	2	.	.	.	-1	.
COC(=O)c1cccc(C23CC4(C2)[C@H](CN(Cc2ccc(-c5ccccc5)cc2)[C@@H]4c2ccccc2)C3c2ccccc2)c1 (some centres undefined)	-3	-3	.	1	.	-4	1
COc1ccc2c(c1)N(S(=O)(=O)c1ccccc1)CCC2=O	-17	4	.	.	.	2	.
COc1ccc(NC(=O)Nc2cccc3c2O[C@H](CN(C)S(=O)(=O)c2ccc(F)cc2)[C@@H](C)CN([C@@H](C)CO)C3=O)cc1	18	3	.	.	10	4	-1
CC(=NNc1nc2ccccc2s1)c1ncccn1	56	-44	7	1	-19	63*	-15
O=S(=O)(NCc1ccccc1)c1ccc2ccccc2c1	-8	3	1	3	7	-17	0
O=C1CN(S(=O)(=O)c2ccccc2)C[C@H]2[C@@H](c3ccc(C#CCc4ccccc4)cc3)[C@H](CO)N12	.	2	5	2	-3	.	3
COc1ccc(/C=N/NC(=O)CC(=O)N/N=C/c2ccc(OC)cc2)cc1	9	24	0	-1	0	.	5
Cc1c(C(=O)NCc2ccc(C#N)cc2)sc(=O)n1Cc1ccccn1	-5	-7	.	0	21*	.	3
CCCC(C(=O)NC(C)(C)C)N(CC1CCCO1)C(=O)CNS(=O)(=O)c1ccc(F)cc1 (centres undefined)	-4	2	-5	-2	?	-2	-5
C[C@@H]1CN([C@H](C)CO)C(=O)c2cccc(NC(=O)Nc3ccccc3)c2O[C@H]1CN(C)CC1CC1	0	3	-1	1	-3	3	-3
CCCNC(=O)c1cc(C2CCCCN2C(=O)c2ccc(NC(C)=O)cc2)on1 (centres undefined)	-9	1	.	1	9	.	-1
COCCNC(=O)NC(=O)COC(=O)c1ccc2[nH]c3c(c2c1)CCCC3	11	20	-1	2	4	-4	0
O=C(N/N=C/c1c(F)c(F)c(F)c(F)c1F)c1ccc(Cn2cc(Br)cn2)o1	25	3	0	3	?	-3	-4
CCCc1cc(=O)oc2cc(C)cc(OCC(=O)NC3CCN(Cc4ccccc4)CC3)c12	9	-3	0	-1	-1	.	.
CCOC(=O)/C(C#N)=C/c1cc2ccccc2nc1N1CCCCC1	12	-20	112*	-1	2	26	-20
COc1ccc(CCC(C)NCc2ccccc2OC)cc1 (centres undefined)	1	3	.	1	0	-9	1
O=C(NCCc1ccccc1)C1CCC(CNS(=O)(=O)c2cccs2)CC1 (centres undefined)	11	-10	.	0	8	-3	4
O=C(CNS(=O)(=O)c1cccc(F)c1)OCC(=O)N1CCCC1=O	-4	4	-1	-2	.	0	0
Cc1nn(CCCC(=O)N2CCc3ccccc3C2)c(=O)c2cc3sccc3n12	3	35	2	-1	5	-1	1
CCc1sc(C(=O)Nc2ccc3c(c2)OCO3)cc1C	-184	-136	0	4	1	12	-140
O=C(Cc1ccc(F)cc1)N[C@@H]1c2ccccc2CC[C@@H]1O	-11	-13	-3	-1	6	5	-10
Cc1ccccc1-c1ccc2c(c1)O[C@H](CN(C)Cc1ccncc1)[C@@H](C)CN([C@@H](C)CO)S2(=O)=O	.	23	6	2	4	8	26
O=C(O)c1cccc(-c2csc(C(O)c3ccc(F)cc3)n2)c1 (centres undefined)	-61	-1	-4	1	-4	.	-31
COc1cc2c(cc1NC(=O)c1cccc([N+](=O)[O-])c1C)oc1ccccc12	.	.	1	-1	-6	5	-4
COC(=O)C1=NNC(C(=O)c2ccco2)C1c1ccccc1 (centres undefined)	8	16	22*	-4	-2	-4	-1
O=[N+]([O-])c1ccc(N2CCNCC2)cc1Sc1nc2ccccc2[nH]1	1	-16	.	.	.	-5	.
CCCCn1c(N)c(N(CCC(C)C)C(=O)C2CSC3(C)CCC(=O)N23)c(=O)[nH]c1=O (centres undefined)	1	-23	2	2	-6	-3	-2
CCCNC(=O)Nc1ccc2c(c1)C(=O)N(C)C[C@@H](OC)[C@H](C)CN(Cc1cccnc1)[C@@H](C)CO2	-16	9	-50	-9	1	-4	-6
O=C(NCCOC(=O)c1ccccc1)c1ccccc1	-9	6	2	2	-4	4	-1

Quoted at random: two entries already listed, in no set order.
Compound	PAX8 inh HTS	LGR2 inh	SIRT5 inh	Casp6 inh	DENV2 CPE	ARNT-TACC3 inh	EWS-Fli block
COCCNC(=O)C1CCCN(C(=O)c2nc(C)oc2C)CC1 (centres undefined)	8	7	.	2	1	.	-5
O=C(Nn1cnnc1)c1ccccc1F	2	10	0	-4	-1	-5	2

Further records follow.
Compound	PAX8 inh HTS	LGR2 inh	SIRT5 inh	Casp6 inh	DENV2 CPE	ARNT-TACC3 inh	EWS-Fli block
O=C(Nc1ccn(Cc2ccccc2)n1)c1cccc(F)c1	-212	-87	.	0	.	.	-58
C[C@@H]1CN([C@H](C)CO)C(=O)c2cc(C#Cc3ccccn3)cnc2O[C@@H]1CN(C)C(=O)c1ccccn1	.	10	-1	1	-6	0	0
O=C(C[C@@H]1C[C@H]2c3cc(NC(=O)NC4CCCC4)ccc3O[C@H]2[C@@H](CO)O1)NCc1ccc2c(c1)OCO2	-13	5	1	0	.	-9	-8
CN(Cc1ccccc1)C(=O)COc1ccc(-c2nnco2)cc1	5	9	2	0	-6	1	2
CCOc1ccc(CNC(=S)N/N=C/c2cccnc2)cc1	-15	-18	6	5	-4	0	2
Cc1noc(C)c1S(=O)(=O)N(C)C[C@@H]1Oc2ccc(NC(=O)Nc3ccc(F)cc3)cc2CC(=O)N([C@@H](C)CO)C[C@H]1C	-32	14	.	-1	-5	.	6
CC(=O)NC(c1ccccc1)c1nc(-c2cc(F)cc(F)c2)cs1 (centres undefined)	-15	5	.	1	10	.	-1
C[C@@H]1CN([C@@H](C)CO)C(=O)c2cc(NC(=O)CCC(F)(F)F)ccc2O[C@@H](C)CCCCO[C@@H]1CN(C)C(=O)Nc1ccc(F)cc1	-6	6	-2	0	?	5	3
C/C(=N\NC(=O)CNC(=O)C(c1ccccc1)c1ccccc1)c1ccc(C)cc1	-28	4	-3	-3	-3	.	-3
CN(C)CC#Cc1ccc([C@@H]2[C@H]3CN(C(=O)Nc4ccccc4F)CCCCN3[C@H]2CO)cc1	0	4	-4	3	19	7	3
Cc1cccc(NC(=O)CCNC(=O)c2ccccc2Cl)n1	0	6	-3	-2	8	-7	.
NS(=O)(=O)c1cccc(NC(=O)COC(=O)CN2C(=O)c3ccccc3C2=O)c1	-1	1	0	0	-2	.	-2
COC(=O)[C@@]1(Cc2ccccc2)[C@H]2C(=O)N(C)C(=O)[C@H]2[C@H]2CN=C(SCc3ccc(Cl)cc3)N21	-1	-7	0	-1	-4	-2	-5
C[C@@H]1CN([C@H](C)CO)C(=O)c2cc(C#Cc3cccc(F)c3)cnc2O[C@@H]1CN(C)C(=O)C1CCC1	10	6	0	-2	1	33	2
CNC[C@H]1Oc2ccc(NC(=O)Cn3cnnn3)cc2C(=O)N([C@@H](C)CO)C[C@H]1C	.	-12	0	-5	32*	-4	-11
Cc1ccc(S(=O)(=O)N(C)C[C@H]2Oc3ccc(NC(=O)CCN4CCOCC4)cc3CC(=O)N([C@@H](C)CO)C[C@H]2C)cc1	1	9	-3	1	-14	0	-5
COc1ccccc1C(=O)N1C[C@@H]2[C@H](c3ccccc31)[C@@H](CO)N2CC1CCOCC1	1	13	.	.	.	-3	8
COc1ccc(CNC(=O)Nc2ccc(C)c(C)c2)cc1	-19	-9	0	-1	4	-5	-23
O=C(Nc1ccc(Br)cc1)c1cccnc1N1CCOCC1	13	.	-2	0	-2	-1	7
CCOc1ccc(NS(=O)(=O)c2ccc(NC(=S)NC(C)=O)cc2)cc1	3	14	.	-1	3	-6	12
COc1ccc2c3c([nH]c2c1)[C@H](CO)N(C(=O)C1CC1)CC31CCN(C(=O)NC(C)C)CC1	.	-15	.	.	-4	.	0
CC1=C(/C=C/C(C)=C/C=C/C(C)=C/C(=O)O)C(C)(C)CCC1	15	-7	-1	1	?	-3	1
CC(C)C(NS(=O)(=O)c1ccc2c(c1)oc(=O)n2C)C(=O)N1CCN(c2ccccc2F)CC1 (centres undefined)	-4	-13	.	-1	3	-2	-4
O=C(CCC1CCCCC1)NCc1cccnc1	-32	6	0	-3	0	1	-12
CC(C)NC(=O)N(C)C[C@H]1Oc2ccc(NC(=O)NC3CCCCC3)cc2C(=O)N([C@@H](C)CO)C[C@@H]1C	.	-2	-9	.	17	-2	5
CC(C)(O)CC[C@H](OC(=O)c1ccccc1)[C@](C)(O)[C@H]1CC[C@@]2(O)C3=CC(=O)[C@@H]4C[C@@H](O)[C@H](O)C[C@]4(C)C3CC[C@]12C (some centres undefined)	8	-3	3	-1	1	-11	-11
CC1CCCCC1NC(=O)COC(=O)c1ccc2c(=O)n3c(nc2c1)CCC3 (centres undefined)	-11	-5	-2	0	1	-6	0
CCn1c(COc2cccc3cccnc23)nnc1SC(F)F	10	-7	-6	0	0	40	8
COc1ccc(Br)c(Cn2c(C)c(C(=O)NCc3cccc([N+](=O)[O-])c3)sc2=O)c1	-1	-10	.	-1	1	.	-3
NC(=O)c1ccsc1NC(=O)COC(=O)C1=NNC(=O)CC1	-11	-3	-1	-3	7	3	4
Cc1cccc(CSc2ccc3nnc(-c4cccnc4)n3n2)c1	13	5	.	.	.	1	.
Cc1ccc(Cc2c(-c3cccc(Br)c3)nc3c(C)cc(Br)cn23)cc1	-6	-19	5	1	-7	.	-23
CCOc1ccc(NC(=O)C2=NN(c3ccccc3)C(=O)CC2)cc1S(=O)(=O)N1CCCCC1	6	14	-3	1	?	-11	6
CC(=O)c1ccc(NC(=S)NC2CCCC(C)C2C)cc1 (centres undefined)	-12	-17	-3	1	1	2	-10
Cc1ccn2cc(-c3ccc(O)c(O)c3)nc2c1	31	49	2	27	-4	6	13
Cc1ccc(S(=O)(=O)N(C)C)cc1NC(=O)CCNC(=O)c1ccco1	-11	-11	1	2	0	-2	-3
CCn1c(SCC(=O)Nc2ccc(OC)c(OC)c2)nnc1-c1ccco1	14	9	3	0	-2	-9	-5

Source: PubChem (Broad Institute)
